# Compound activity: PubChem, The Scripps Research Institute Molecular Screening Center
# PAFAH2 FP inh: inhibitors of human PAFAH2. Q99487. recombinant PAFAH2, FP-rhodamine activity probe, fluorescence polarization. inhibition, % at 3.39 µM. hit rate 0.99% among 340,000;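 active = inhibition above the mean over all tested compounds plus 3 SD, cut at about 30% in these data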;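 note: inhibitors block probe labeling of enzyme so polarization drops; 0% = enzyme with DMSO and 100% = wells lacking PAFAH2 protein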
# PAD4 inh: PAD4 (human) enzyme inhibition. Q9UM07. recombinant PAD4, RCA probe fluorescence polarization. inhibition, % at 6.36 µM. hit rate 0.41% among 330,000. AID 485272;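 active = percent inhibition above a cutoff equal to the mean of all tested compounds plus 3 SD, cut at about 15% in these data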;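 note: 0% = PAD4 with RCA probe and DMSO and 100% = probe without PAD4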
# LYPLA2 counter: blocks human lysophospholipase 2, a PME1 counter-screen; hit rate 0.38% among 320,000; inhibition, % at 5.9 µM; recombinant LYPLA2, FP-Rh probe fluorescence polarization; AID 2177; O95372;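 active = inhibition above the screen-wide mean plus 3 SD, limit set per campaign, cut at about 26% in these data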;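 note: 0% = LYPLA2 with DMSO and 100% = wells lacking LYPLA2 enzyme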
# PREPL inh: inhibitors of human prolyl oligopeptidase-like enzyme PREPL | Q4J6C6 | recombinant PREPL, fluorescence polarization activity-based probe | inhibition, % at 5.96 µM | hit rate 0.68% among 320,000 | AID 2751; in the data active = inhibition above about 43%;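 note: 0% = enzyme with DMSO and 100% = wells lacking enzyme; many of its hits are not listed in these tables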
# Target sequence (Q4J6C6 whole entry, looked up): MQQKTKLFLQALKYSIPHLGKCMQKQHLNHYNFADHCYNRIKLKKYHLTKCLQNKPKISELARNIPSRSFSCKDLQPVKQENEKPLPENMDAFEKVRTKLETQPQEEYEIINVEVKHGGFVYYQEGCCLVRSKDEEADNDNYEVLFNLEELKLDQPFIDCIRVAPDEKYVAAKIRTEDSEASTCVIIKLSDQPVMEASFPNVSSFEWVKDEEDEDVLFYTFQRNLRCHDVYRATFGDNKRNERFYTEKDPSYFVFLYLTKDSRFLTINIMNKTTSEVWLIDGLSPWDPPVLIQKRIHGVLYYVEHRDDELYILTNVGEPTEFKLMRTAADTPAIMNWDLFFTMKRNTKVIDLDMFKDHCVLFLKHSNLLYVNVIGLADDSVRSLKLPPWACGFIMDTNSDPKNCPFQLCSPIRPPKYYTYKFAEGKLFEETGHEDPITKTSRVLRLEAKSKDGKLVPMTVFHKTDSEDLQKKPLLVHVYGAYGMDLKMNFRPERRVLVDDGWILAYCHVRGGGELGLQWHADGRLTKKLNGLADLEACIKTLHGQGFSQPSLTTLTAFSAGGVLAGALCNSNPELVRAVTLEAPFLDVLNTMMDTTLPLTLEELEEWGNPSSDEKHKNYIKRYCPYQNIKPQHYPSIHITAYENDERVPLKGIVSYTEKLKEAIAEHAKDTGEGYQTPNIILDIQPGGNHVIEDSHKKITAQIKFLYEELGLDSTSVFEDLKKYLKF
# LYPLA1 inh: blocks human lysophospholipase 1, a PME1 counter-screen | recombinant LYPLA1, FP-Rh probe fluorescence polarization | inhibition, % at 5.9 µM | hit rate 0.16% among 320,000 | AID 2174;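 active = inhibition above the mean of all tested compounds plus 3 SD, set per campaign, cut at about 14% in these data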;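 note: inhibitors block serine hydrolase probe labeling of LYPLA1 so polarization falls; 0% = enzyme with DMSO and 100% = wells lacking LYPLA1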
# GSTO1 inh: blocks human GSTO1 in RBBP9 counter-screen; P78417; AID 1974; recombinant GSTO1, activity-based probe fluorescence polarization; inhibition, % at 5.96 µM; hit rate 1.1% among 300,000;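 active = inhibition above the campaign mean inhibition plus 3 SD, cut at about 35% in these data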;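 note: 0% = GSTO1-1 with DMSO and 100% = wells lacking GSTO1-1 enzyme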
# ZTA DNA inh: counter-screen for EBNA-1 inhibitors: inhibitors of Epstein-Barr virus ZTA; P03206; ZTA-DNA binding, fluorescence polarization; inhibition, % at 11 µM; hit rate 0.15% among 320,000; in the data active = inhibition above about 33%
# PAFAH1B3 inh: blocks human PAF acetylhydrolase 1B catalytic subunit 3; hit rate 0.28% among 340,000; Q15102; inhibition, % at 3.39 µM; AID 492972; recombinant PAFAH1B3, FP-rhodamine probe, fluorescence polarization;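 active = inhibition above the screen-wide average of all tested compounds plus 3 SD, cut at about 25% in these data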;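 note: 0% = enzyme with DMSO only and 100% = wells lacking PAFAH1B3 protein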
# Target sequence (Q15102 whole entry, looked up): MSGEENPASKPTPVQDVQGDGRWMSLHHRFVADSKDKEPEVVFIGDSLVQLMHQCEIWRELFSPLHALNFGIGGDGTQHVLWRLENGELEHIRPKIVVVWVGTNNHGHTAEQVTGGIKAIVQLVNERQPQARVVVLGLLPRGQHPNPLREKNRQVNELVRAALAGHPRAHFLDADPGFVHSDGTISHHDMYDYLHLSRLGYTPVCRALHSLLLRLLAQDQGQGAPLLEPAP
# EBNA-1 inh: blocks EBNA-1 binding to DNA; inhibition, % at 14.8 µM; hit rate 0.34% among 300,000; EBNA-1 DNA binding, fluorescence polarization; in the data active = inhibition above about 28%
# Active calls of the source: *; . = not tested or not shown.
SMILES,PAFAH2 FP inh,PAD4 inh,LYPLA2 counter,PREPL inh,LYPLA1 inh,GSTO1 inh,ZTA DNA inh,PAFAH1B3 inh,EBNA-1 inh
Cc1cc(NC(=O)Nc2ccccc2)n(C(C)(C)C)n1,5,3,8,14,3,-6,4,-2,-4
O=C(NCSc1ccccc1)c1ccccc1,-2,3,0,9,2,1,3,10,3
COc1ccccc1NC(=O)NCC(c1ccco1)N1CCCCC1 (stereo not drawn),1,-6,9,1,6,-8,-9,5,3
COc1cc2c(cc1OC)C(c1ccc3c(c1)OCO3)CC(=O)N2 (stereo not drawn),-7,-2,3,19,-3,4,-16,4,-8
O=C(O)c1ccc(-c2ccc(OS(=O)(=O)c3ccccc3F)cc2)cc1,5,5,2,-2,-4,-3,-3,11,4
Cc1ccc(CC2C(=O)N(c3ccc(C)cc3)C(=O)C2C)cc1 (stereo not drawn),-10,-5,2,-1,2,5,-9,9,-13
Cc1nc(N)c(CC(Br)CBr)c(Cl)n1 (stereo not drawn),-1,-2,1,-1,0,4,-4,4,-10
Cc1ccccc1-c1cc(C(=O)NCc2cccc(Br)c2)n(CC2CC(c3cccnc3)=NO2)n1 (stereo not drawn),-8,-3,.,12,.,.,.,3,.
CCOC(=O)c1cc(NC(=O)/C=C\C(=O)O)ccc1Cl,2,-1,-1,-4,0,-9,-12,8,3
O=C(COC(=O)c1ccccc1NC(=O)C1CC1)c1ccc2c(c1)OCCO2,.,3,3,5,0,1,-2,.,0
COc1ccc(Cc2nc3ccc(C(=O)N4CCCCC4CCO)cc3o2)cc1 (stereo not drawn),0,-2,0,17,4,-2,-4,3,-13
Nc1ncc(Br)cc1S(=O)(=O)Nc1ccccc1F,4,-1,0,6,3,-7,-19,10,-10
O=C(NC(Cc1ccccc1)C(=O)O)/C(=C/c1ccc([N+](=O)[O-])cc1)NC(=O)c1ccco1 (stereo not drawn),3,-5,-4,21,0,9,5,2,-26
CCC(=O)N/C(N)=N/c1nc2ccccc2o1,-4,1,2,-9,0,15,-1,2,-1
CN1CCN(c2nc3c(c(=O)[nH]c(=O)n3C)n2CC(N)=O)CC1,-4,-1,-3,-4,0,0,-2,-3,-8

# Reformatted with two lines to a compound: part of the list above
# Under each structure – PAFAH2 FP inh | PAD4 inh | LYPLA2 counter | PREPL inh | LYPLA1 inh | GSTO1 inh | ZTA DNA inh | PAFAH1B3 inh | EBNA-1 inh
- O=C(NC(Cc1ccccc1)C(=O)O)/C(=C/c1ccc([N+](=O)[O-])cc1)NC(=O)c1ccco1 (stereo not drawn)
→ 3 | -5 | -4 | 21 | 0 | 9 | 5 | 2 | -26
- Cc1ccccc1-c1cc(C(=O)NCc2cccc(Br)c2)n(CC2CC(c3cccnc3)=NO2)n1 (stereo not drawn)
→ -8 | -3 | . | 12 | . | . | . | 3 | .
- Cc1ccc(CC2C(=O)N(c3ccc(C)cc3)C(=O)C2C)cc1 (stereo not drawn)
→ -10 | -5 | 2 | -1 | 2 | 5 | -9 | 9 | -13
- O=C(O)c1ccc(-c2ccc(OS(=O)(=O)c3ccccc3F)cc2)cc1
→ 5 | 5 | 2 | -2 | -4 | -3 | -3 | 11 | 4
- COc1ccccc1NC(=O)NCC(c1ccco1)N1CCCCC1 (stereo not drawn)
→ 1 | -6 | 9 | 1 | 6 | -8 | -9 | 5 | 3
- CCC(=O)N/C(N)=N/c1nc2ccccc2o1
→ -4 | 1 | 2 | -9 | 0 | 15 | -1 | 2 | -1

# An excerpt from above in order of length of the SMILES, lowest first:
SMILES,PAFAH2 FP inh,PAD4 inh,LYPLA2 counter,PREPL inh,LYPLA1 inh,GSTO1 inh,ZTA DNA inh,PAFAH1B3 inh,EBNA-1 inh
Cc1nc(N)c(CC(Br)CBr)c(Cl)n1 (stereo not drawn),-1,-2,1,-1,0,4,-4,4,-10
COc1ccccc1NC(=O)NCC(c1ccco1)N1CCCCC1 (stereo not drawn),1,-6,9,1,6,-8,-9,5,3
O=C(O)c1ccc(-c2ccc(OS(=O)(=O)c3ccccc3F)cc2)cc1,5,5,2,-2,-4,-3,-3,11,4

# (listing goes on)
SMILES,PAFAH2 FP inh,PAD4 inh,LYPLA2 counter,PREPL inh,LYPLA1 inh,GSTO1 inh,ZTA DNA inh,PAFAH1B3 inh,EBNA-1 inh
O=C(NC1CCCC1)C1CCN(C(=O)c2ccccc2Cl)CC1,-2,-7,-7,3,-1,1,9,11,-11
COC(=O)c1sccc1NC(=O)CNC(=O)c1ccccc1,-2,-3,-4,-7,-2,1,-2,10,-2
O=c1[nH]c2ccc(NS(=O)(=O)c3ccc(Cl)cc3)cc2[nH]1,5,-4,3,5,-1,-1,-21,9,11
COc1cccc(/C=N/NC(=O)c2ccc(-c3ccccc3)cc2)c1O,7,-5,-3,9,-4,5,8,11,5
O=C(O)/C=C/C(=O)Nc1ccc(-c2ccccc2)cc1,3,-4,0,-5,-5,5,-5,-8,3
C/C(=N\NC(=O)c1csc2ccccc12)c1ccc(O)cc1,1,2,-6,-11,-2,-4,-13,3,-4
COC(=O)c1cccc2c1-c1ccccc1/C2=N\NC(N)=O,-5,-2,-3,-6,-4,2,1,2,-1
CC(C)CCn1c(N2CCc3ccccc3C2)nc2c1c(=O)[nH]c(=O)n2C,6,0,-2,31,0,-1,-2,-1,-3
Cn1nc(C(C)(C)C)c(NC(=O)c2ccc(F)cc2)c1C(C)(C)C,-4,4,0,1,1,2,5,31*,7
Cc1ccccc1NC(=O)Cn1cccc1,0,1,5,22,1,6,-10,15,-4
O=C(Nc1nccs1)C1CCN(S(=O)(=O)c2cccs2)CC1,3,-2,-4,-12,-1,-5,5,-4,4
O=C(OCc1ccccc1)N1CCc2ccccc21,-4,-5,2,7,2,0,16,3,0
Cc1c(NC(=O)/C=C/C(=O)O)cccc1[N+](=O)[O-],3,3,4,2,-2,7,3,9,3
O=C(COC(=O)c1ccc2c(c1)OCO2)Nc1ccccc1F,54*,-1,7,18,3,.,-7,7,.
CC12CCC(C(=O)Nc3nc4ccc(Br)cc4s3)(OC1=O)C2(C)C (stereo not drawn),1,-3,-1,3,0,-7,9,-7,-5
Nc1nnc(SCCOc2ccc(Br)cc2)s1,-7,1,-1,-12,-3,2,1,7,-2
CCOc1ccc(NC(=O)CCNS(=O)(=O)c2ccc3c(c2)c(=O)n(C)c(=O)n3C)cc1,0,-3,8,-5,3,4,-1,8,9
CCCCN1C(=O)C(O)=C(C(C)=O)C1c1ccccc1 (stereo not drawn),10,-4,6,1,-3,11,-2,-3,-9
O=C(COC(=O)CNC(=O)c1ccc([N+](=O)[O-])o1)Nc1ncc(C(F)(F)F)cc1Cl,-5,-12,4,8,1,.,-14,10,.
CN(C)c1ccc(NC(=O)CCN2C(=O)c3cccc([N+](=O)[O-])c3C2=O)cc1,8,-7,-8,13,-1,-2,-5,5,-6
CN(C)S(=O)(=O)Oc1ccsc1C(=O)Nc1cccc(Cl)c1Cl,-3,6,1,4,-2,1,-13,4,-1
COc1cccc(C2CC(=O)Nc3c2c(=O)n(C)c(=O)n3C)c1OC (stereo not drawn),6,-1,-3,-3,-1,-4,0,2,1
COc1ccc(Nc2nnc(C)c(=O)[nH]2)cc1,2,2,1,2,3,-3,4,6,-3
CCc1ccccc1NC(=O)CNC(=O)c1n[nH]c(=O)c2ccccc12,-5,4,-3,-6,0,.,-9,16,.
COc1ccc(-c2sc3ccccc3c2-c2ccc(O)cc2)cc1,-6,1,.,15,.,.,.,7,.
CC(=O)Oc1cc2c(C(=O)NCCN3CCOCC3)c(C)oc2c2ccccc12,-3,5,-7,-8,-1,9,3,7,9
C=CCN1C(=O)/C(=N/n2cnnc2)c2ccccc21,5,-7,-8,13,-5,15,3,8,-16
CCOc1ccc(N(CC(=O)NC2CCCC2)S(=O)(=O)c2c(C)noc2C)cc1,-1,-2,4,-4,2,6,6,5,2
CC(C)N=C(NS(=O)(=O)c1ccc(Br)cc1)c1ccc(Cl)cc1,-4,-1,1,17,-4,3,-22,9,-10
COc1cc(C(=O)O)ccc1OC(C)=O,-1,0,-2,5,-1,-5,12,-2,-14
COc1ccc(-c2[nH]c(-c3ccc(Cl)cc3)nc2SCC(=O)Nc2nccs2)cc1,-8,3,-11,18,-10,1,11,10,5
CCCCOc1ccc(/C=C/C(=O)NCCc2nc3ccccc3[nH]2)cc1,-7,-1,-9,-11,-9,-4,0,1,-4
Cc1nn(Cc2c(F)c(F)c(F)c(F)c2F)c(C)c1NC(=O)c1ccnn1C,-1,2,7,-5,9,-3,11,-1,-2
Cc1ccc(C)c(NC(=O)C2=CCN(S(=O)(=O)c3ccc(F)cc3)CC2)c1,7,3,4,-5,-2,12,-3,1,10
CC(C)CC(=O)Nc1cc2c3c(c1)C(C)C(=O)N3CCC2 (stereo not drawn),3,-5,-2,2,-5,9,-1,4,-7
O=[N+]([O-])/C(C(Cl)=C(Cl)Cl)=C(\Sc1ccccc1)N1CCCCC1,-1,1,4,11,-4,6,-15,12,6
O=C(O)Cc1ccc2c(c1)N(S(=O)(=O)c1cccs1)CC(C(=O)O)O2 (stereo not drawn),-4,-1,4,1,-1,6,-5,-3,12
N#CCSc1nnc(COc2cccc3ccccc23)n1-c1cccc(Cl)c1,-8,-8,0,-6,-6,-8,-2,6,3
Cc1ccc(C(=O)NCC(=O)NCC(=O)OCc2ccc(F)cc2)cc1,-5,5,5,4,0,-1,16,10,6
Cc1cc2c(ncn2C)c(NS(=O)(=O)c2ccc(F)cc2)c1C,1,-4,0,0,3,0,-5,1,-5
CCN(CC)S(=O)(=O)c1ccc(-c2nnc(SCc3nnc(-c4ccc(C)cc4)o3)o2)cc1,-3,-3,2,9,-2,6,-12,3,2
CCc1ccc(NC(=O)c2ccccc2SC)cc1,-1,-2,7,-2,4,0,-2,-4,7
C#CCOCCOCCOCCNc1nc(N2CCN(C(=O)[C@H](C(C)C)n3cc(CCO)nn3)CC2)nc(N2CCN(C(=O)[C@H](CCCCN)n3cc(CCCC)nn3)CC2)n1,3,7,-8,-23,1,5,2,13,16
CC1=C(C(=O)N2CCc3ccccc32)C2(CCC(C)CC2)OC1=O (stereo not drawn),-3,-7,-1,10,-2,0,-10,2,-10
N=c1sccn1CC(=O)Nc1cccc2ccccc12,2,-3,4,11,-2,9,-12,12,0
COc1ccc(CNC(=O)N[C@H](C(=O)O)C(C)C)cc1OC,-1,-1,-4,-16,1,1,14,10,-3

# Record cards, as listed above. Order of screens: PAFAH2 FP inh | PAD4 inh | LYPLA2 counter | PREPL inh | LYPLA1 inh | GSTO1 inh | ZTA DNA inh | PAFAH1B3 inh | EBNA-1 inh
# COc1cc2c(cc1OC)C(c1ccc3c(c1)OCO3)CC(=O)N2 (stereo not drawn) is listed as -7 | -2 | 3 | 19 | -3 | 4 | -16 | 4 | -8
# CC(C)CCn1c(N2CCc3ccccc3C2)nc2c1c(=O)[nH]c(=O)n2C is listed as 6 | 0 | -2 | 31 | 0 | -1 | -2 | -1 | -3

# Not all compounds are listed; rates above refer to the full screens.
